Source: PubChem BioAssay (several laboratories)
Granule exo inh = blocks lytic granule exocytosis; TALL-104 LAMP-1 surface exposure, flow cytometry; cells stimulated with thapsigargin and PMA; inhibition, % at 10 µM; actives 0.66% (n = 360,000);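 active = inhibition above about 55%, limit read from the data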
HIF-2a block = blocks HIF-2a reporter activity. inhibition, % at 18.8 µM. actives 0.72% (n = 360,000). 786-0 RCC cells HIF-2a reporter, luciferase luminescence, overnight;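 active = inhibition of the luminescence signal of 40% or more relative to plate controls, in a single-dose primary screen at 18.75 µM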
aDG glyco act = increases alpha dystroglycan glycosylation. Pro5-aDG cells, alpha-DG glycosylation AlphaScreen (IIH6); 0% Pro5, 100% B10-LARGE cell signal. activation, % at 10 µM. actives 0.22% (n = 360,000);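 active = activation of at least 8% versus controls, or a plate z-score of at least 8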;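 also: Pro5 are CHO cells carrying HIG-tagged alpha-DG that lacks glycosylation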
PDI inh = blocks human protein disulfide isomerase activity; P07237; PDI insulin aggregation turbidity, A650, 90 min; inhibition, % at 10 µM; actives 0.052% (n = 350,000);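 active = mean inhibition across replicates of 30% or more, whatever share of single replicates reach that level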;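 also: absorbance from insulin aggregation driven by PDI reduction with DTT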
Target sequence (P07237 whole entry, looked up): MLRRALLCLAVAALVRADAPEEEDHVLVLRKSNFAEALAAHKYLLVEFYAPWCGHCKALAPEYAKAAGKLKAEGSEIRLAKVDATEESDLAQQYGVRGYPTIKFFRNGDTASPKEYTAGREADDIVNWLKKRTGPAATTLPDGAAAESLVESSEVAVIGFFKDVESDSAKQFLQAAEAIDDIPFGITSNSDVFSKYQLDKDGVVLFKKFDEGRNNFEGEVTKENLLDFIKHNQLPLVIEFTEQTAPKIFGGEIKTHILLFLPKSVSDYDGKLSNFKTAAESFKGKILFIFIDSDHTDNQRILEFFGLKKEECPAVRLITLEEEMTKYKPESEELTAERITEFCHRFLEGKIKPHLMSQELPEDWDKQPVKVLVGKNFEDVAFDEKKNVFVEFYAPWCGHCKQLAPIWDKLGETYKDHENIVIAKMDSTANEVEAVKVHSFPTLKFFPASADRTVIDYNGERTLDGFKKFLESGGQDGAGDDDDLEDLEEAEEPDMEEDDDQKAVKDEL
Vif imaging = HIV Vif inhibition. HEK293T cells, Vif self-association by quenched fluorescence, imaging, 24 h. actives 0.35% (n = 340,000). inhibition, % at 7.49 µM; in the data active = inhibition above about 50%, passing the limit was not always enough; also: some results filed as inactive read as strong as hits
hiPSC survival = hiPSC single-cell survival enhancement; actives 0.044% (n = 360,000); ATPlite luminescence; 100% = ROCK inhibitor wells, 0% = DMSO; survival enhancement, % at 20 µM; in the data active = survival enhancement above about 18%;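 also: cells exposed to compounds for 16 hours before the ATP read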
Peg3 promoter = inhibitors of Peg3 promoter; actives 1.7% (n = 360,000); inhibition, % at 20 µM; HeLa PEG-Prom luciferase reporter, luminescence, overnight;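 active = inhibition of at least 50% at 20 µM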
CaV13 FRET inh = Disruptors of the CACNA1D IQ motif to Ca2+-dependent inactivation inhibitor domain association, primary screening, Förster resonance energy transfer in intact living …; HEK cells, CFP/YFP FRET ICDI-IQ, plate reader, 10 min; percent FRET-ratio fall versus neutral wells; AID 743397; inhibition, % at 12.3 µM; actives 0.098% (n = 340,000);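 active = mean replicate inhibition of at least 30% and at least 1% of replicates passing that level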;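 also: 0% = median of the neutral control wells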
MITF TRPM1 inh = inhibitors of MITF-driven TRPM1 promoter in melanoma cells; actives 0.83% (n = 330,000); AID 488899; SK-MEL-5 TRPM1 promoter luciferase, 24 h; inhibition, % at 12.5 µM;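 active = mean inhibition across replicates of 60% or more, whatever share of single replicates reaches that level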; also: values of inactives mirror those of a sister screen read the other way
NR2E3 ag-1 = NR2E3 (human) agonism; GST-NR2E3/biotin-RetCOR TR-FRET, 1536-well; inhibition of corepressor binding, % at 4.78 µM; actives 0.12% (n = 320,000); AID 2300;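 active = percent inhibition above the cutoff of mean plus 3 SD of all tested compounds, set per screening campaign, cut at about 20% in these data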;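 also: 0% = DMSO wells and 100% = biotin wells as full block of FRET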
Target sequence (Q9Y5X4 whole entry, looked up): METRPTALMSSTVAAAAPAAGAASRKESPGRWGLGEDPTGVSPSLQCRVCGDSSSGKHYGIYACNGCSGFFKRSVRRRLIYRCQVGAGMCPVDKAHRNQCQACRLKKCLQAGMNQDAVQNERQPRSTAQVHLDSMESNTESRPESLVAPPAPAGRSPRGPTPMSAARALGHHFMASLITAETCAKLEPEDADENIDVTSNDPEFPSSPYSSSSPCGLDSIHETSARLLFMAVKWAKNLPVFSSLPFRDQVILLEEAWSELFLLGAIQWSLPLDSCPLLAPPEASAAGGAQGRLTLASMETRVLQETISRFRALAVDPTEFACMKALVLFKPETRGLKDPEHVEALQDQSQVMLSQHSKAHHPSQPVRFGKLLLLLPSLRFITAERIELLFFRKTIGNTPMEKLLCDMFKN
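System: GST-tagged NR2E3 plus biotinylated RetCOR corepressor; Amount: 1.35 nM GST-tagged NR2E3 final; Dosing: single nominal compound dose of 4.8 µM; Schedule: 5 h incubation at 4 °C; Technique: TR-FRET with europium anti-GST and streptavidin-D2, 340 nm excitation; Controls: biotin wells as high control, 0.6% DMSO wells as low control.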
NR2E3 ag-2 = activates human NR2E3 receptor | CHO-S Gal4-NCOR/VP16-NR2E3 two-hybrid, luciferase | inhibition of corepressor binding, % at 3.98 µM | actives 0.35% (n = 360,000) | AID 602229;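 active = inhibition above the mean of all tested compounds plus 3 SD, cut at about 70% in these data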;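 also: 0% = DMSO with NR2E3 transfected cells and 100% = cells lacking NR2E3 construct; higher means lower luciferase signal from less NR2E3 corepressor binding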
* hit, by the source's call; . = not tested or not shown. Compounds were not picked by outcome, and some 3.5% of all compounds hit somewhere here.

SMILES	Granule exo inh	HIF-2a block	aDG glyco act	PDI inh	Vif imaging	hiPSC survival	Peg3 promoter	CaV13 FRET inh	MITF TRPM1 inh	NR2E3 ag-1	NR2E3 ag-2
COc1ccc(C(=O)Nc2ncccc2C)cc1S(=O)(=O)N1CCOCC1	-3	13	0.0	10	4	-0.2	-7	-4	1	2	-10
CSCCC(NC(=O)c1ccco1)C(=O)NCC(C)(C)N1CCOCC1 (stereo not given)	-1	6	0.1	-5	8	0.7	2	-6	.	3	-3
O=C(CN1CCN(c2ccc(C(F)(F)F)cn2)CC1)NCc1ccc2c(c1)OCO2	-3	20	0.1	-4	8	-0.8	5	-5	3	-2	1
CC(C)c1ccc(NC(=O)C2CCN(S(=O)(=O)c3ccc4c(c3)C(C)(C)C(=O)N4C)CC2)cc1	-5	16	0.3	4	.	1.0	3	-5	12	0	0
CC(C)C(c1nnnn1C1CCCC1)N1CCCc2ccccc21 (stereo not given)	2	7	0.0	1	-11	-1.3	31	-6	-9	-3	-11
CN1CCN(/N=C/c2ccc(N(c3ccccc3)c3ccccc3)cc2)CC1	10	90*	0.5	-1	-3	-0.3	97*	-19	-16	-5	-8
Cc1ccc(N2CCN(C3=NC(=O)/C(=C\c4cn[nH]c4-c4ccccc4)S3)CC2)cc1	41	9	-0.2	4	-3	1.2	29	-6	9	-3	-18
COc1ccc(S(=O)(=O)N2CCCCC2c2cc(C(=O)Nc3ccc4c(c3)OCO4)no2)cc1 (stereo not given)	-8	-153	2.4	-4	-8	-2.0	-56	-4	.	.	-35
Cc1ccc(C)c(C(=O)COc2ccccc2[N+](=O)[O-])c1	0	0	-0.3	-9	-7	-0.9	-23	-14	3	0	-23
COC(=O)c1ccc2nc(Nc3nc4ccc(F)cc4s3)sc2c1	0	89*	-0.1	8	-5	0.9	79*	-6	84*	-1	27
O=[N+]([O-])c1cccc(COc2ccc(CN3CCOCC3)cc2)c1	-2	-139	0.0	-2	-1	-1.8	-242	-10	-108	.	-89
CCCc1c(C(=O)N/N=C(\C)c2cc(C)sc2C)nnn1-c1nonc1N	-9	3	0.4	-5	0	-1.6	-5	-3	.	.	-3
CCOc1ccc(NC(=O)Nc2ccc3c(c2)nc(C)n3C)cc1	0	-146	0.1	3	-3	1.5	-88	-6	-25	-3	-51
CC(C)(C)c1cc(Br)ccc1OCC(=O)Nc1ncn[nH]1	-7	16	-0.1	-22	5	0.9	12	-5	-1	-1	-21
CC(=O)N1CCC(N(C(=O)Nc2ccc(F)cc2)C2CCCC2)CC1	17	-8	0.0	2	15	4.2	1	-8	.	0	-20
CC(Oc1ccc(F)cc1Br)c1nc2ccccc2c(=O)[nH]1 (stereo not given)	-20	-118	-0.1	3	4	0.6	-42	-3	-11	-1	-32
COc1ccc(Nc2ncc3c(n2)CC(c2ccc(OC)cc2)CC3=O)cc1 (stereo not given)	0	4	0.4	-1	0	-2.9	-18	-4	-23	3	-8
O=C(Nc1nc(N2C(=O)c3ccccc3C2=O)n(-c2ccccc2)n1)c1ccc(F)cc1	1	2	0.1	-4	10	-0.8	2	.	-4	1	-21
COc1cc(NC(=O)c2ccc(CNc3c(N4CCCC4)c(=O)c3=O)cc2)cc(OC)c1OC	3	11	0.0	-1	0	0.0	-1	-2	-9	-1	-8
CCn1c(CNC(=O)Cc2ccc(OC)cc2)nnc1SCC(=O)c1ccc(Br)cc1	2	3	0.2	1	-1	1.1	23	-6	4	4	8
NC(=O)CCN1CCC(c2nc3ccccc3s2)CC1	-10	-13	-0.1	10	16	0.2	17	-3	7	4	-15
Cc1ccc(C(=O)NC(C)CCc2ccccc2)cc1[N+](=O)[O-] (stereo not given)	-5	16	0.1	-2	.	2.2	15	-4	-5	-1	-10
CC(C)C[C@@]12C(=O)N(c3ccc(Br)cc3)C(=O)N1[C@H](c1ccc(Br)cc1)[C@@H]1C(=O)N(C(C)(C)C)C(=O)[C@@H]12	-2	8	0.5	17	15	-5.6	8	-12	-4	4	5
O=C(N1CCCCC1)N1CCN(C(=O)N2CCCCC2)CC1	0	7	-0.2	-2	10	-0.9	10	-4	-10	0	-7
CSc1cccc(NC(=O)CNC(=O)c2ccc3c(c2)OCO3)c1	-4	2	-0.3	-2	-3	-0.3	2	-3	-8	-1	-3
COc1ccc(-c2cc(-c3nnc(COC(=O)c4ccncc4)o3)c3ccccc3n2)cc1OC	4	-18	0.2	-2	4	0.9	13	-32	-15	-2	-3
CCCc1nc2c(sc3nc4c(cc32)COC(C)(C)C4)c(=O)n1CCN(C)C	0	-10	-0.1	2	4	-0.2	43	-8	-9	1	-21
COc1ccc(C(CNC(=O)Cn2c(=O)oc3ccccc32)N(C)C)cc1 (stereo not given)	-1	8	-0.3	1	28	-0.6	6	.	1	-3	5
CCO[C@H]1OC(C(=O)Nc2ccccc2)=C[C@@H](c2cn(C(C)=O)c3ccccc23)[C@@H]1CCCO	-2	25	0.0	-8	-3	1.8	32	-9	12	0	-12
COc1cccc(CCN2CCC(CNS(=O)(=O)c3cc(-c4cc(C)no4)ccc3OC)CC2)c1	5	0	1.0	-6	-5	-0.5	16	-6	12	0	-3
CC1CCc2c(sc(NC(=O)Cn3cnc([N+](=O)[O-])n3)c2C(N)=O)C1 (stereo not given)	-9	-4	-0.3	6	-13	-1.1	-12	-16	1	3	9
O=C(c1ccc(CS(=O)(=O)c2ccc(Br)cc2)o1)N1CCN(c2ncccn2)CC1	3	-2	-0.2	2	6	0.7	-5	2	-11	-1	-11
C[C@@H]1CCCCCCCCC(=O)OCCN[C@H](C)CCCCCCCCC(=O)OCCN[C@H](C)CCCCCCCCC(=O)OCCN1	1	13	0.0	3	.	3.7	-15	.	64*	.	-8
COc1ccc2c(c1)c(CC(=O)Nc1nnc(C3CC3)s1)c(C)n2C(=O)c1ccc(Cl)cc1	3	-27	0.2	3	-5	2.1	8	-19	38	0	-13
Cc1noc(C)c1CSCC(=O)OCc1nnc(-c2ccc([N+](=O)[O-])cc2)o1	4	-5	0.2	-3	3	1.0	-10	-2	15	.	-22
CCC1Oc2ccc(C)cc2N(CC(=O)N(Cc2ccc3c(c2)OCO3)CC2CCCO2)C1=O (stereo not given)	14	6	0.3	2	-6	-0.6	13	-5	0	1	-13
CCOC(=O)N1CCN(c2c(Nc3ccc4c(c3)OCCO4)c(=O)c2=O)CC1	0	0	-0.3	-3	0	-1.4	18	-5	5	2	15
O=C(Nc1c2c(nn1-c1cccc(Cl)c1)CS(=O)(=O)C2)c1cccs1	-3	10	0.2	8	-4	-0.1	16	-3	11	0	0
CN(C)S(=O)(=O)N1CCC(Oc2ccc(C(=O)N3CCCCCC3)cc2)CC1	-3	-23	0.5	-16	-1	2.5	-9	-6	.	.	38
Cc1cc(Cl)ccc1OCC(=O)Nc1ccc2oc(=O)ccc2c1	0	2	0.1	-5	0	-0.5	3	-5	8	5	-24
CC(C)OP(=O)(Nc1cccc2ccccc12)OC(C)C	-1	10	-0.3	-16	24	1.5	-3	-9	3	-1	-12
CCCCCCn1cc(CN2CC(N3CCCC3)CS2(=O)=O)nn1 (stereo not given)	11	9	-0.3	.	.	-0.6	.	-9	.	.	-1
COc1ccc(-c2nc(-c3cccs3)c(-c3cccs3)[nH]2)cc1O	-3	-11	0.2	10	-8	0.1	4	0	-2	2	5
Cn1ccc2c(N3CCC3)cc3c(c21)C1CCC3O1 (stereo not given)	-1	-22	0.0	.	.	2.8	-50	.	.	.	-18
CN(C)CCCN(C(=O)/C=C/c1cccs1)c1nc2ccc(F)cc2s1	10	6	-0.3	2	-13	-0.1	-10	-9	4	-5	31
CC(C)NC(=O)Cn1c(SCC(=O)N2CCc3ccccc3C2)nc2ccccc21	2	-4	0.2	3	-8	-2.4	15	-7	12	2	5
CCOC(=O)c1cc(-c2ccc(/C=N\n3cnnc3)o2)ccc1Cl	-2	5	0.3	0	-3	5.6	3	.	-18	2	13
Cc1ccc2c(c1)N(CC(=O)OCC(=O)NCc1ccccc1)C(=O)CO2	-10	7	0.0	0	14	2.1	12	0	10	-2	6
Cc1cc(NCc2ccc3c(c2)OCO3)n2nc(C)nc2n1	-1	14	0.0	.	1	2.2	9	-10	1	4	-13
CCOc1cc(CN2CCN(CCOCCO)CC2)ccc1OC	2	11	0.1	2	-1	4.1	10	.	11	3	-16
The list continues:
SMILES	Granule exo inh	HIF-2a block	aDG glyco act	PDI inh	Vif imaging	hiPSC survival	Peg3 promoter	CaV13 FRET inh	MITF TRPM1 inh	NR2E3 ag-1	NR2E3 ag-2
CCOC(=O)c1c(C)[nH]c(C)c1C(=O)COC(=O)CSc1ccc(C)cc1	-4	-3	0.0	-2	-4	0.2	6	-6	-5	.	-1
O=C(O)c1cccc(CN2C(=O)SC(Nc3ccccc3)C2=O)c1 (stereo not given)	-3	-14	0.3	-4	33	-0.6	-20	-5	5	2	-31
Cc1nn2c(NCCN3CCOCC3)c3c(nc2c1-c1ccccc1)CCCC3	30	-1	0.2	1	-4	-0.1	25	-13	1	1	-21
Cc1ccccc1NC(=O)Nc1nc(CN(C)C)cs1	-3	-3	-0.1	10	-8	3.9	-28	-10	.	.	5
CC1CCN(CC(=O)Nc2cccc(C(=O)Nc3cccc(C(F)(F)F)c3)c2)CC1	8	16	6.2	5	3	1.6	38	-16	8	4	-23
CC(NC(=O)COc1ccccc1Cl)c1ccccc1 (stereo not given)	-15	-11	0.1	-5	-1	0.2	1	-18	10	-1	-27
CC(=O)c1ccc(Nc2cc(C)nc3ccc(C)cc23)cc1	20	30	0.8	-2	-1	-2.9	82*	-7	42	-5	-19
O=C(NCc1ccccc1)/C(=C/c1cccc([N+](=O)[O-])c1)NC(=O)c1ccco1	2	15	0.0	16	0	-0.3	18	-6	.	0	0
COc1cc(/C=C/c2cc(C(=O)O)c3ccccc3n2)ccc1OC(F)F	-2	-216	0.0	3	-4	-1.0	-116	7	-42	7	-10
C#CCn1cc[n+](CC(=O)N(C)C)c1	-1	-6	-0.1	-5	-5	-0.2	6	-8	6	-1	-14
COc1ccc(NC(=S)NCc2ccc(Cl)cc2)c(OC)c1	6	-41	-0.1	0	-1	1.4	-20	1	-2	2	-22
COc1ccc(CCNC(=S)N2CCC(Cc3ccccc3)CC2)cc1OC	4	16	1.2	12	-4	1.9	26	-6	11	6	7
Cc1ccc(C(=O)NC(=S)N(C)C2CCCCC2)cc1	-1	-142	0.1	0	.	-0.5	-132	.	-70	-1	-63

Copied from the entries so far (4 entries):
SMILES	Granule exo inh	HIF-2a block	aDG glyco act	PDI inh	Vif imaging	hiPSC survival	Peg3 promoter	CaV13 FRET inh	MITF TRPM1 inh	NR2E3 ag-1	NR2E3 ag-2
COc1cc(/C=C/c2cc(C(=O)O)c3ccccc3n2)ccc1OC(F)F	-2	-216	0.0	3	-4	-1.0	-116	7	-42	7	-10
C#CCn1cc[n+](CC(=O)N(C)C)c1	-1	-6	-0.1	-5	-5	-0.2	6	-8	6	-1	-14
COc1ccc(NC(=S)NCc2ccc(Cl)cc2)c(OC)c1	6	-41	-0.1	0	-1	1.4	-20	1	-2	2	-22
COc1ccc(CCNC(=S)N2CCC(Cc3ccccc3)CC2)cc1OC	4	16	1.2	12	-4	1.9	26	-6	11	6	7
